Screening results: PubChem, Southern Research Specialized Biocontainment Screening Center
tuberculosis growth – growth inhibition of non-replicating M. tuberculosis (AID 488890) | Mycobacterium tuberculosis non-replicating, growth inhibition; higher % means a stronger effect | inhibition, % at 25 µM, or IC50 in µM where a hit was titrated | 320,000 compounds, 0.39% hits; in the data active means a potency from the dose series; inconclusive means inhibition mostly from about 82% at the one dose, without a potency; inactive means the rest, 99 in 100 with inhibition below about 76%;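 further: plate controls were DMSO cells for no effect and high antibiotic wells for full effect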
Salmonella PhoP GFP – Inhibition of PhoP regulon, Salmonella typhi GFP reporter cells, confirmation, 4 h (AID 1850); Salmonella Typhi PhoP-promoter GFP reporter, fluorescence, 4 h; higher % means a stronger effect; inhibition, % at 50 µM; hits with a dose series show IC50 in µM; 310,000 compounds, 0.33% hits; in the data active means a potency from the dose series; inconclusive means inhibition mostly from about 25% at the one dose, without a potency; inactive means the rest, 99 in 100 with inhibition below about 19%;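 further: 0% = induced wells with vehicle and 100% = uninduced wells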
influenza NS1A – H1N1 influenza NS1A inhibitors, functional cell based assay (AID 504329). NS1A functional cell-based assay, percent inhibition; higher % means a stronger effect. inhibition, % at 12.5 µM, or IC50 in µM where a hit was titrated. 340,000 compounds, 0.3% hits; in the data active means a potency from the dose series; inconclusive means inhibition above about 27% without an active follow-up result; further: strong numbers were not always called active
inhibitors of VEEV – inhibitors of VEEV TC-83 cytopathic effect, confirmation, Vero cells (AID 588727). Vero cells, VEEV TC-83 cytopathic effect inhibition; higher % means a stronger effect. one-dose inhibition, % at 20 µM; IC50 in µM for titrated hits. 350,000 compounds, 0.13% hits; in the data active means a potency from the dose series; inconclusive means inhibition mostly from about 14% at the one dose, without a potency; inactive means the rest, 99 in 100 with inhibition below about 12%; further: strong numbers were not always called active
M. tuberculosis HTS – M. tuberculosis growth inhibition, HTS (AID 449762); M. tuberculosis H37Rv growth inhibition, 7H9 media; higher % means a stronger effect; one-dose inhibition, % at 25 µM; IC50 in µM for titrated hits; 330,000 compounds, 0.59% hits; in the data active means a potency from the dose series; inconclusive means inhibition above about 70% without an active follow-up result;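 further: bacterial growth assessed after seven days of incubation; strong numbers were not always called active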
inhibitors of VEEV 10K pilot screen – second read-out of inhibitors of VEEV, no call of its own (marks repeat the call); inhibition, %; measured here: 10K pilot screen inhibition
Numbers without * were called inactive; i = inactive; ? = inconclusive; / = no result given.

SMILES | tuberculosis growth | Salmonella PhoP GFP | influenza NS1A | inhibitors of VEEV | M. tuberculosis HTS | others
Clc1ncc(Cn2cccn2)s1 | -8% | 8% | -5% | 0.8% | -3%
c1ccc(C2OCC3(CO2)COC(c2ccccc2)OC3)cc1 (stereo not given) | -13% | -2% | -4% | 1.7% | 4%
CCOCCCN(C(=O)CNC(=O)c1ccco1)C(C(=O)NC1CCCC1)c1cccc(OC)c1 (stereo not given) | -3% | 10% | -7% | i | -4%
CCOC(=O)C1=C(c2ccccc2)NC(=O)NC1c1cc(OC)c(OC)c(OC)c1 (stereo not given) | 12% | / | -8% | 3.2% | -8%
CNC(=O)COC(=O)Cc1ccc(Cl)cc1 | 46% | 1% | 5% | 0.5% | 3% | inhibitors of VEEV 10K pilot screen=0.8
COc1ccc(OC)c(NC(=O)Cn2c(=O)n(CC(=O)NCc3ccco3)c(=O)c3ccccc32)c1 | 1% | -18% | -1% | 1.6% | -3%
Cc1nc(Cl)sc1C(=O)Nc1cccc2ccccc12 | 8% | -12% | -6% | i | -4%
COc1ccc(NC(=O)CC2SC(=N)N(c3ccccc3)C2=O)c(OC)c1 (stereo not given) | 56% | 0% | 3% | 1.4% | -2%
CCOc1ccccc1NC(=O)Nc1ccc(Br)cc1C | 6% | 4% | 4% | 1.1% | 4%
CCOc1ccccc1NC(=O)CSc1nc(=O)n(Cc2ccccn2)c2c1CCC2 | -5% | 4% | -3% | 8.9% | -9%
CC(C(=O)NC1CC(C)(C)NC(C)(C)C1)c1ccc([N+](=O)[O-])cc1 (stereo not given) | 4% | -10% | -4% | 0.4% | -2%
COc1ccc(C)cc1S(=O)(=O)NCC(c1ccc2c(c1)OCO2)N1CCOCC1 (stereo not given) | 2% | 4% | -3% | 4.8% | 2%
Cc1nc(N(C)Cc2ccccc2)c2c(C)c(C)sc2n1 | 19% | -7% | 7% | i | 3%
CCCCCNC(=O)c1ccccc1SC | 32% | -5% | 2% | 0.8% | 2%
COc1ccc(NC(=O)Cc2c(F)c(F)c(F)c(F)c2F)cc1OC | -2% | -3% | -6% | 0.5% | -5%
Cc1cc(C(=O)NC2CCCN(Cc3ccc(Cl)cc3)C2)c(C)o1 (stereo not given) | 54% | 0% | -5% | 4.0% | 8%
COc1ccc(CC(=O)Nc2ccccc2N2CCCCC2)cc1OC | 20% | -4% | / | 0.1% | -3%
COc1ccccc1N1CCN(CCCCOc2ccc(F)cc2)CC1 | 8% | -4% | 12% | 1.2% | -2%
CCN(c1ccccc1)S(=O)(=O)c1cccc(C(=O)O)c1 | 3% | -11% | -16% | 0.3% | -3%
COc1ccc(S(=O)(=O)NC2CCCC2)cc1Br | -8% | 3% | 12% | i | -4%
COc1cc(C(=O)OCc2csc(CC(=O)Nc3ccccc3C)n2)ccc1OCC(C)C | / | / | -7% | 10% | /
CCN(CC(=O)NCc1cccs1)C(=O)/C=C/c1cc(OC)ccc1OC | 1% | / | -2% | 5.3% | 6%
CCN1CCN(Cc2c(C)[nH]c3ccc(OC)cc3c2=O)CC1 | -3% | -6% | -13% | 2.2% | 2%
C/C=C/c1ccc(OCC(=O)NCc2ccccc2OC)c(OC)c1 | 21% | 5% | 4% | 1.2% | 6%

2 compounds picked at random from those above, as already listed:
SMILES | tuberculosis growth | Salmonella PhoP GFP | influenza NS1A | inhibitors of VEEV | M. tuberculosis HTS | others
CCN(CC(=O)NCc1cccs1)C(=O)/C=C/c1cc(OC)ccc1OC | 1% | / | -2% | 5.3% | 6%
COc1ccccc1N1CCN(CCCCOc2ccc(F)cc2)CC1 | 8% | -4% | 12% | 1.2% | -2%

Next results follow.
SMILES | tuberculosis growth | Salmonella PhoP GFP | influenza NS1A | inhibitors of VEEV | M. tuberculosis HTS | others
COc1cc(NCCCNC(C)C)c2nccc(C)c2c1 | / | / | 9% | 0.6% | /
Cc1ccc(-c2noc(CSc3nnc(Cc4ccccc4)n3-c3cccc(C)c3)n2)cc1 | / | -4% | 3% | i | /
Cc1ccc(C(=O)O)cc1NC(=O)c1ccc2c(c1)C(=O)N(c1ccc([N+](=O)[O-])cc1)C2=O | -28% | 12% | -27% | 0.3% | 3%
COc1ccccc1OC(=O)Nc1ccc(Cl)cc1 | -4% | -11% | -2% | 0.8% | -1%
CC(=O)OC1(c2ccccc2)CC(C(C)(C)C)CN(C(C)(C)C)C1 (stereo not given) | -8% | 2% | 4% | 1.7% | -1%
CCOC(=O)N1CCC(N2CCN(S(=O)(=O)c3ccc4ccccc4c3)CC2)CC1 | 2% | -4% | 22% | i | -10%
COc1ccc(N2CCN(S(=O)(=O)CCNC(=O)Cc3ccc([N+](=O)[O-])cc3)CC2)cc1 | 20% | 6% | -3% | 9.2% | -3%
COc1ccc(C(=O)O)cc1N1C(=O)Nc2ccccc2N1O | -2% | 3% | -7% | 1.8% | 4%
COC(=O)N1CCN(c2ccc(OC)cc2)CC1 | -5% | -1% | -8% | i | 2%
Cc1nn2c(=O)c(NC(=O)c3ccc(F)cc3)cnc2s1 | 4% | 2% | -7% | 1.7% | 3%
COc1ccc(S(=O)(=O)n2ccc(-c3cnc(-c4ccccc4)s3)n2)cc1 | 73% | -9% | 5% | 6.2% | -3%
Clc1cccc(N2CCNCC2)n1 | -13% | 11% | -1% | 0.9% | -10%
O=C(Nc1ccccn1)c1cccs1 | 0% | -5% | -1% | 0.3% | -7%
COc1ccc(N2CC(C(=O)N3CCN(c4ccccc4)CC3)CC2=O)cc1 (stereo not given) | 0% | -8% | -2% | 8.5% | -4%
CC(=O)Nc1cccc(NC(=O)c2ccc(C(=O)Nc3cccc(NC(C)=O)c3)nc2)c1 | -37% | -7% | -9% | i | 4%
COc1ccc(S(=O)(=O)N2CCOC2CNC(=O)C(=O)NCc2cccnc2)cc1OC (stereo not given) | -1% | -1% | 2% | 0.6% | -13%
O=C(NCC1CCCO1)C1CC(=O)N(c2ccc(F)c(Cl)c2)C1 (stereo not given) | / | -2% | 7% | 0.7% | -2%
O=C(CN1C2CCCC1CC(NC(=O)C1CCCCC1)C2)NCc1ccc(F)cc1 (stereo not given) | 8% | 18% | 10% | 1.4% | 0%
COCc1cc(C)nc(SCC[N+](C)(C)CC(=O)Nc2ccccc2)c1C#N | 6% | -5% | 4% | 0.8% | 10%
O=C1NC[C@@H](Cc2cccc3ccccc23)N(CC2(c3ccccc3)CC2)C1=O | 60% | 3% | 17% | 5.3% | 38%
CCOC(=O)N1CCN(C(=O)/C(=C\c2cccs2)NC(=O)c2cccs2)CC1 | 4% | -7% | -10% | 0.4% | 5%
Cc1cccc(Cn2c(N3CCN(C)CC3)nc3c2c(=O)n(C)c(=O)n3C)c1 | -18% | -5% | -4% | 0.5% | -4%
Cc1cc(=O)c(C(=O)OC(C)C(=O)NC(N)=O)nn1-c1ccc(Cl)cc1 (stereo not given) | 3% | -8% | -5% | 0.0% | 0%
CCOC(=O)c1ccoc1CN1CCN(S(=O)(=O)c2ccc(C)c(C)c2)CC1 | 18% | / | -3% | i | 13%
Cc1ccc(-c2cn3cccnc3n2)cc1NC(=O)c1cccs1 | -4% | -4% | -5% | 1.9% | -6%
Clc1ccc2c(c1)c1ccccc1n2CN1CCOCC1 | 12% | 13% | 10% | 4.4% | 7%
COc1ccc(CCN2CC(C(=O)N(C)CC(=O)Nc3ccc(Cl)c(C(F)(F)F)c3)CC2=O)cc1OC (stereo not given) | / | / | -5% | 4.8% | /
O=C1NC(=O)C(=CCc2ccccc2)C(=O)N1 | / | / | -3% | i | /
CCc1ccc(CN2CCC(C(=O)Nc3ccc(-n4nc(C)cc4C)cc3)CC2)o1 | 19% | 7% | 9% | 1.3% | -4%
CC(C)c1ccc(C2=C(O)c3ccccc3C(=O)C2=O)cc1 | 3.7µM* | -5% | -12% | 0.8% | 6%
O=C(O)CSc1ccccc1C(=O)O | -7% | -3% | 11% | 3.0% | -3%
C=CCNC(=O)CNS(=O)(=O)c1ccc(F)cc1 | -6% | -11% | -2% | 0.5% | 11%
Cc1ccc(C(=O)OCc2cc3ccccc3[nH]c2=O)cc1 | 9% | -1% | 1% | 1.0% | 1%
Cc1ccc(/C(N)=N/OC(=O)CN(C)S(=O)(=O)c2ccc(C)cc2)cc1 | 32% | -12% | -5% | 1.4% | -2%
O=C1CCCc2cc3c(ccc4ccccc43)cc21 | / | / | 4% | i | /
O=C(CC1C(=O)NCCN1Cc1ccoc1)NCc1cccc(OC(F)(F)F)c1 (stereo not given) | 9% | -11% | -26% | 1.0% | -2%

Among those listed so far, these contain a CF3 group.
SMILES | tuberculosis growth | Salmonella PhoP GFP | influenza NS1A | inhibitors of VEEV | M. tuberculosis HTS | others
COc1ccc(CCN2CC(C(=O)N(C)CC(=O)Nc3ccc(Cl)c(C(F)(F)F)c3)CC2=O)cc1OC (stereo not given) | / | / | -5% | 4.8% | /
O=C(CC1C(=O)NCCN1Cc1ccoc1)NCc1cccc(OC(F)(F)F)c1 (stereo not given) | 9% | -11% | -26% | 1.0% | -2%

The listing continues.
SMILES | tuberculosis growth | Salmonella PhoP GFP | influenza NS1A | inhibitors of VEEV | M. tuberculosis HTS | others
O=C(NNc1ncccc1-n1cccc1)c1ccc(Cl)cc1 | -11% | 9% | -24% | 1.2% | 0%
O=C1Nc2ccccc2C1=Nc1ccc(S(=O)(=O)Nc2nccs2)cc1 | 78% | 38% | -4% | i | ?
Nc1nccc(NCCSCc2ccccc2)n1 | / | / | -13% | 1.7% | /
CCc1nnc(NC(=O)c2n[nH]c(=O)c3ccccc23)s1 | 11% | -1% | 3% | 1.1% | 5%
CCN(Cc1ccccc1)C(=O)c1ccc(CNS(=O)(=O)c2ccc(C)cc2)cc1 | 9% | 11% | -5% | 0.5% | 2%
N#Cc1c(N)nc(SC2CCCCC2=O)c(C#N)c1-c1ccco1 (stereo not given) | -19% | -12% | -19% | 8.9% | 9%
Cc1cccc(C(=O)N/N=C/c2ccncc2)c1 | 7% | 6% | 1% | 1.5% | -7%
Cc1ccc(/C=N/NC(=O)C(C)Oc2cccc3ccccc23)o1 (stereo not given) | 6% | -11% | -2% | 8.1% | -6%
NCCCC[C@H]1CN=C(N)N1CCC12CC3CC(CC(C3)C1)C2 | 77% | 27% | 8% | 1.4% | 43%
O=C(OCCN1C(=O)c2ccccc2C1=O)Oc1ccccc1 | 38% | -10% | 8% | 1.0% | 6%
Cc1[nH]n(-c2ccc(Br)cc2)c(=O)c1C=Nc1ccc(S(=O)(=O)Nc2nccs2)cc1 | ? | 5% | -5% | i | 68%
Cc1ccc(OCC(=O)NNC(=S)NC(=O)C2CCCCC2)c(C)c1 | ? | -12% | -10% | 4.1% | ?
Cc1ccc(NC(=O)CSc2n[nH]c(=O)n2C2CC2)cc1S(=O)(=O)N1CCOCC1 | -9% | -6% | -8% | 0.8% | -19%
CCC/C(O)=C1\C(=O)CC(C)(C)CC1=Nc1ccccc1O | 2% | -3% | -10% | 0.9% | 2%
CC(C)NP(=O)(NC(C)C)OP(=O)(NC(C)C)NC(C)C | 9% | -17% | 3% | i | -7%
CCC(c1nnc(SCC(=O)N(C)c2ccccc2)n1Cc1ccccc1)N(C)C (stereo not given) | -6% | -6% | -10% | 1.7% | -4%
COc1ccc(CN(C#N)c2nc(SC)nc(N(C)C)n2)cc1 | 40% | -4% | -1% | 4.9% | 6%
Cc1n[nH]c(=S)n(/N=C/c2ccccn2)c1=O | -2% | -10% | 6.1µM* | i | -3%
CCOC(=O)N1CCC(N2Cc3cccc(C(=O)N4CCN(C5CCCCC5)CC4)c3C2=O)CC1 | -16% | -8% | 5% | 2.5% | -3% | inhibitors of VEEV 10K pilot screen=0.3
Cc1cc2oc3ccc(NCCCN4CCOCC4)cc3c(=O)c2cc1C | 9% | 1% | 5% | 1.5% | -7%
CC12CCC(C/C1=N\OC(=O)c1c(F)cccc1F)C2(C)C (stereo not given) | / | 7% | 1% | 0.7% | -3%
O=C1Nc2ccc(Br)cc2C(c2ccccc2Cl)=NC1O (stereo not given) | 10% | -4% | 3% | 0.2% | -4%
COc1cccc(CNC(=O)Cn2c(=O)n(CCC(=O)N3CCCCC3)c(=O)c3sccc32)c1 | 16% | -1% | 1% | 2.4% | -2%
COc1ccc(-c2c(NC(=O)c3ccco3)oc3c(C)cccc3c2=O)cc1 | 7% | 11% | 4% | 9.6% | 3%
CCOc1ccccc1NC(=O)COC(=O)CN1C(=O)NC(C)(C)C1=O | -8% | / | -10% | 1.6% | -11%
CC(=O)c1ccc(N2CCN(S(=O)(=O)c3ccccc3)CC2)c(F)c1 | 11% | -4% | -7% | 0.3% | 4%
O=S(=O)(c1ccc(Cl)cc1)N1CCN(c2nc(-c3cccs3)nc3ccccc23)CC1 | / | / | -14% | 8.0% | /
